LYP inhibition – inhibitors of LYP phosphatase, biochemical, fluorescence intensity, uHTS (AID 1779). recombinant LYP phosphatase, fluorescence intensity; higher % means a stronger effect. inhibition, % at 11.5 µM; hits with a dose series show IC50 in µM. 0.054% of 290,000 active;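 note: plate controls were vehicle with enzyme for no effect and no enzyme for full effect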
NOD2 inhibition – inhibition of NOD2-driven NF-kB reporter – cell-based, luminescence, uHTS, HEK293 (AID 1566) | HEK293 NOD2/NF-kB luciferase reporter, luminescence; higher % means a stronger effect | one-dose inhibition, % at 4 µM; EC50 in µM for titrated hits | 0.63% of 290,000 active; note: many of its hits are not listed in these tables
TNAP activators – stimulation of alkaline phosphatase TNAP activity – biochemical, luminescent, no phosphate acceptor, uHTS, primary screen (AID 1001) | 0.03% of 200,000 active | purified TNAP, luminescent activation assay, no phosphate acceptor; higher activation fold means a stronger effect | activation fold at 20 µM; hits with a dose series show EC50 in µM; in the data active = activation fold from about 3, or a potency from the dose series; inactive = the rest, 99 in 100 with activation fold below about 1.6; note: many of its hits are not listed in these tables
XIAP displacement – small molecules displacing peptide from XIAP – biochemical, IAP family, fluorescence polarization (AID 1018); XIAP BIR domain, fluorescence polarization peptide displacement; higher % means a stronger effect; displacement, % at 20 µM; hits with a dose series show IC50 in µM; 0.007% of 200,000 active; in the data active = displacement above about 50%; note: a part of the inactive calls stands beside numbers as strong as those of hits
human PMI inhibitors – human PMI inhibitors, high substrate, primary screen, biochemical, fluorescence intensity, high mannose 6-phosphate (AID 1220); one-dose inhibition, % at 20 µM; IC50 in µM for titrated hits; recombinant PMI enzyme, coupled fluorescence intensity; higher % means a stronger effect; 0.66% of 190,000 active
NOD1 inhibition – NOD1 signaling inhibitors, primary screen, cell-based, luminescence, uHTS (AID 1578). NOD1-driven NF-kB luciferase reporter cells, luminescence; higher % means a stronger effect. inhibition, % at 4 µM, or EC50 in µM where a hit was titrated. 1% of 290,000 active; in the data active = inhibition mostly above about 36%, no sharp cut-off; inactive = mostly below about 34%;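 note: HEK-293T reporter cells stimulated with the NOD1 agonist gamma-tri-DAP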
KOR beta-arrestin-1 – kappa opioid receptor blockers – cell-based, luminescence, uHTS (AID 1778) | inhibition, % at 10 µM, or IC50 in µM where a hit was titrated | KOR beta-arrestin recruitment, luminescence, antagonist mode; higher % means a stronger effect | 0.091% of 290,000 active; note: strong numbers were not always called active
human PMI inhibition – MPI enzyme activity inhibition – biochemical, fluorescence intensity, coupled assay, primary screen (AID 1209); 0.42% of 190,000 active; one-dose inhibition, % at 20 µM; IC50 in µM for titrated hits; purified PMI enzyme, coupled fluorescence intensity; higher % means a stronger effect;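 note: plate controls were DMSO vehicle for no effect and wells lacking substrate for full effect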
KOR beta-arrestin-2 – KOR agonists, beta-arrestin recruitment, primary screen, cell-based, luminescence, uHTS (AID 1777); KOR beta-arrestin recruitment, luminescence; higher % means a stronger effect; activation, % at 10 µM; hits with a dose series show EC50 in µM; 0.02% of 280,000 active; in the data active = activation above about 50%, passing the limit was not always enough; note: a part of the inactive calls stands beside numbers as strong as those of hits
* marks the source's active call; other numbers are inactive results; . = not tested or not shown; [ ] = another dose, or the depositor's remark. Cut-off read from the data, not from the text of the source, unless noted: active = inhibition above about 50%; inactive = the rest.

The first 2 records as a preview:
Results follow in this order: LYP inhibition	NOD2 inhibition	TNAP activators	XIAP displacement	human PMI inhibitors	NOD1 inhibition	KOR beta-arrestin-1	human PMI inhibition	KOR beta-arrestin-2
Cc1cc(Sc2nc(NC(C)C)nc(NC(C)C)n2)nc(Cl)n1
  -1%	-4%	1.1	-7.0%	-4%	-47%	-32%	-2%	4.5%
Cc1ccc[n+](CC(=O)N2CCCCC2)c1C
  -8%	22%	.	.	.	1%	-8%	.	4.1%

This part in full, from the first entry:
Results follow in this order: LYP inhibition	NOD2 inhibition	TNAP activators	XIAP displacement	human PMI inhibitors	NOD1 inhibition	KOR beta-arrestin-1	human PMI inhibition	KOR beta-arrestin-2
Cc1cc(Sc2nc(NC(C)C)nc(NC(C)C)n2)nc(Cl)n1
  -1%	-4%	1.1	-7.0%	-4%	-47%	-32%	-2%	4.5%
Cc1ccc[n+](CC(=O)N2CCCCC2)c1C
  -8%	22%	.	.	.	1%	-8%	.	4.1%
O=C(CCn1nnc2ccccc21)NNC(=O)C1CCCCC1
  -10%	6%	1.1	-2.2%	-1%	1%	18%	-8%	-1.4%
Cc1ccc2c(C)c(C(=O)N3CCN(c4ncccn4)CC3)oc2c1C
  -9%	1%	.	.	.	-7%	-34%	.	3.0%
CSc1nc(NS(=O)(=O)c2cc(C)c(Cl)cc2Cl)nn1C
  -6%	11%	.	.	.	-3%	7%	.	19%
Cc1ccc(-c2nc3ncccc3o2)cc1NC(=O)c1cccnc1
  0%	18%	1.1	-6.1%	.	-14%	-42%[20 µM]	.	.
Cc1ccccc1NC(=O)C1CCN(C2=NS(=O)(=O)c3ccccc32)CC1
  -5%	0%	1.1	-0.6%	-8%	-12%	12%	-6%	2.4%
Cc1cc2[nH]c(=O)c(=O)[nH]c2cc1S(=O)(=O)N1CCC(C)CC1
  -14%	15%	.	.	.	3%	-5%[20 µM]	.	-5.9%
CCOC(=O)N1CCN(C(=O)c2oc(=O)c3ccccc3c2-c2ccc(C)cc2)CC1
  -8%	-67%	1.1	-1.6%	7%	14%	15%	13%	8.6%
CC(C)C(NC(=O)/C(=C\c1ccco1)NC(=O)c1ccco1)C(=O)O (stereo not given)
  -5%	2%	.	.	.	-16%	4%	.	-1.7%
CCCOc1ccc(S(=O)(=O)NCCCN2CCOCC2)c2ccccc12
  0%	15%	1.1	-2.5%	12%	-7%	-54%	14%	-7.5%
CCN(CC)S(=O)(=O)c1ccc(O)c(NS(=O)(=O)c2ccccc2F)c1
  8%	3%	0.9	-4.9%	-6%	-16%	-44%	16%	1.3%
O=[N+]([O-])c1cccc2c(S(=O)(=O)N3CCOCC3)cccc12
  -6%	40%	.	.	.	54%	-9%	.	1.0%
COc1ccc(CCNC(=O)CN(c2ccc(C)cc2)S(=O)(=O)c2c(C)noc2C)cc1OC
  -1%	6%	1.1	-3.9%	9%	-11%	29%	3%	-3.1%
Cc1cccc(NC(=O)c2cc([N+](=O)[O-])ccc2NC2CCCCC2)c1
  -11%	-29%	1.1	-1.4%	15%	13%	12%	21%	0.8%
CCCCN(CCCC)Cc1ccc(C(=O)NNC(=O)Nc2ccccc2)o1
  -13%	19%	2	-2.7%	-5%	2%	8%	-5%	-2.0%
COc1ccc(N(C(C)C(=O)N/N=C/c2ccc(OCC(C)C)cc2)S(C)(=O)=O)cc1 (stereo not given)
  2%	38%	1.1	-0.8%	21%	-19%	14%	32%	6.7%
O=C(OCc1ccc(COC(=O)c2cccnc2Cl)cc1)c1cccnc1Cl
  0%	0%	1	-4.5%	-10%	-21%	-44%	-2%	0.6%
Cc1csc(NC(=O)c2ccc(C)c(S(=O)(=O)N3CCOCC3)c2)n1
  4%	-3%	1	-4.7%	-3%	-47%	18%	-3%	-4.1%
CCCc1nnc(NC(=O)CCC(=O)N2CCN(c3nc(C)cc(C)n3)CC2)s1
  -4%	-2%	.	.	.	-7%	-3%	.	-2.9%

Some values from the results shown.
Under KOR beta-arrestin-2, CSc1nc(NS(=O)(=O)c2cc(C)c(Cl)cc2Cl)nn1C shows 19%
Under NOD1 inhibition, CCN(CC)S(=O)(=O)c1ccc(O)c(NS(=O)(=O)c2ccccc2F)c1 shows -16%
Under KOR beta-arrestin-1, CCCc1nnc(NC(=O)CCC(=O)N2CCN(c3nc(C)cc(C)n3)CC2)s1 shows -3%

More records:
Results follow in this order: LYP inhibition	NOD2 inhibition	TNAP activators	XIAP displacement	human PMI inhibitors	NOD1 inhibition	KOR beta-arrestin-1	human PMI inhibition	KOR beta-arrestin-2
CC(=O)c1ccc2noc(-c3ccc(C)cc3)c2c1
  2%	-10%	1	-5.8%	-104%	-9%	19%	-85%	-7.0%
Cc1cc(C(=O)N2CCCC(C(=O)c3ccc(Oc4ccccc4)cc3)C2)n[nH]1 (stereo not given)
  1%	31%	.	.	.	-10%	-7%	.	1.0%
CC1CC(C)CN(C(=O)C2CCCN(S(=O)(=O)c3cccc4nonc34)C2)C1 (stereo not given)
  2%	11%	1.1	-4.9%	-3%	-14%	18%	7%	-0.3%
O=C(COC(=O)c1cccs1)Nc1cc(S(=O)(=O)N2CCOCC2)ccc1Cl
  2%	-4%	1.1	-3.7%	-2%	-12%	18%	-3%	-2.6%
Cc1ccc(S(=O)(=O)CCC(=O)Nc2nc(-c3ccncc3)cs2)cc1
  -9%	18%	.	.	.	-5%	5%	.	-3.9%
N#CC(C#N)=C(Nc1ccccc1)c1ccccc1
  3%	13%	1.1	-9.0%	7%	33%*	-31%	-1%	2.3%
COc1ccc(OC)c(N(CC(=O)Nc2cccnc2)S(C)(=O)=O)c1
  -9%	-5%	1.1	-2.8%	-10%	6%	13%	-6%	-8.3%
COC(=O)CNC(=O)c1sc2ncn(CC(=O)Nc3ccc(C)c(Cl)c3)c(=O)c2c1C
  -4%	6%	1.1	-3.5%	1%	-17%	-1%	2%	-1.7%
COc1ccc(-n2c(C)c(C(C)=O)c(C(C)=O)c2C)cc1
  -13%	27%	1.1	-2.8%	-5%	22%	-22%	-2%	-1.3%
O=C(O)c1cc2nc3c(c(C(F)(F)F)n2n1)CCc1ccccc1-3
  -1%	3%	1.1	-1.1%	3%	3%	7%	-7%	-1.4%
Cn1cc[nH]c1=S
  -4%	-22%	1.1	-2.2%	-26%	7%	11%	-9%	-2.0%
CCOc1cc(C(=O)NC(=S)Nc2cccnc2)cc(OCC)c1OCC
  -2%	12%	0.8	-10%	-2%	-3%	21%	1%	-2.4%
COc1ccc(C2/C=C\CN(S(=O)(=O)c3ccc(-c4ccccc4)cc3)CC(=O)N2Cc2ccc(F)cc2)cc1 (stereo not given)
  -6%	16%	.	.	.	1%	-16%	.	0.9%
O=C(Nc1ccnn1C1CCN(Cc2cccc(OCCO)c2)CC1)C1CC1
  -9%	14%	.	.	.	9%	3%	.	-2.4%
O=C(CSc1nc2ccccc2o1)c1cc2ccccc2oc1=O
  2%	15%	1.1	0.9%	4%	-21%	-4%	-14%	-3.6%
O=S(=O)(c1ccc(NC(=S)Nc2ccc(OC(F)F)cc2)cc1)N1CCOCC1
  -6%	11%	1	-10%	0%	-8%	4%	0%	0.8%
CC(Oc1ccc(Cl)cc1Cl)C(=O)NC(=S)N1CCc2ccccc21 (stereo not given)
  -1%	-65%	1.1	-2.1%	7%	102%*	44%	10%	-9.4%
COc1ccc(CNc2nc3c(c(=O)[nH]c(=O)n3C)n2Cc2ccccc2C)cc1
  -5%	0%	1.1	-0.5%	9%	-17%	-4%	11%	0.4%
Cc1cc2c(cc1S(=O)(=O)NCc1ccccc1)OCC(=O)N2
  -9%	7%	.	.	.	-30%	-39%[20 µM]	.	-5.7%
Cc1ccc(C(=O)N/C(=C\c2cccs2)C(=O)NCCCN2CCOCC2)cc1
  -5%	18%	.	.	.	-4%	17%	.	-4.2%
COc1ccc(C(=O)Nc2nc(C)cs2)cc1S(=O)(=O)N1CCCC1
  -1%	8%	1.1	-4.8%	-2%	-42%	10%	0%	-1.2%
CCCOc1ccc(/C(O)=C2/C(=O)C(=O)N(CCCn3ccnc3)C2c2ccc(C)o2)cc1 (stereo not given)
  -7%	16%	.	.	.	0%	-3%	.	1.6%
COc1ccc(NC(=O)C#Cc2ccccc2)cc1OC
  -1%	12%	.	.	.	11%	-8%	.	-2.9%
CCN(CC)S(=O)(=O)c1ccc(OC)c(NC(=O)COc2ccc3c(C)cc(=O)oc3c2)c1
  3%	22%	1	-2.2%	6%	-3%	-2%	4%	-3.6%
CC1(C)C2CCC1(C)C(OC(=O)C[n+]1ccccc1N)C2 (stereo not given)
  -4%	-5%	.	.	.	-15%	-10%	.	4.6%
Cc1ccc(-c2nn(CC(=O)NCc3ccco3)c(=O)c3ccccc23)cc1
  -8%	-23%	1.1	-3.0%	-2%	-24%	-3%	8%	5.9%
COc1cc(OC)cc(C2=NCCN2)c1
  -6%	5%	1.1	-4.8%	-2%	-10%	22%	2%	-3.6%
NC(=O)c1ccc[n+](CC(=O)NCc2ccc(Cl)cc2)c1
  -4%	-4%	.	.	.	-3%	21%	.	-3.0%
COc1ccc(NS(=O)(=O)c2ccc(N3CCOCC3)c(NC(=O)c3ccccc3Br)c2)cc1
  0%	2%	.	.	.	-8%	18%	.	-0.1%
NC(=O)Cc1ccc2sc(-c3ccccc3)nc2c1
  -4%	-55%	1.1	-7.4%	11%	-13%	-39%	2%	3.0%
COc1ccc(Cl)cc1S(=O)(=O)N1CCC(C(=O)NC2CC2)CC1
  -4%	-4%	.	.	.	-28%	-24%	.	-1.8%
CCOC(=O)c1c(NC(=O)CSc2nnc(C)s2)sc2c1CCC(CC)C2 (stereo not given)
  -1%	-9%	1	-3.6%	15%	-16%	-16%	13%	-2.7%
Cc1ccc(/C(O)=C2\C(=O)C(=O)N(CC(C)O)C2c2ccccn2)cc1 (stereo not given)
  -9%	-32%	1	-11%	-19%	12%	-26%[20 µM]	-24%	.
Cc1cc2ccccn2c1C(=O)c1nc(N2CCOCC2)ncc1Cl
  -7%	17%	1	-3.5%	9%	12%	16%	6%	-2.0%
CC(C(=O)NNS(=O)(=O)c1cccc(C(F)(F)F)c1)n1nnc(N2CCOCC2)n1 (stereo not given)
  -6%	10%	.	.	.	6%	7%	.	-4.7%
O=C(CSc1nnc(-c2ccccc2Cl)o1)Nc1ccccn1
  -5%	-54%	1.1	-7.2%	3%	24%	-14%	2%	2.2%
CCCN(CCC)C(=O)c1oc2ccccc2c1NC(=O)Cc1cccc(OC)c1
  -8%	-14%	.	.	.	12%	2%	.	-3.6%
CC(=O)NC1=NC(=O)CS1
  -2%	10%	1.1	-2.6%	-7%	9%	-12%	-4%	-0.3%
N#Cc1ccc(-c2ccc(F)cc2)nc1SCC(=O)Nc1sc2c(c1C#N)CCC2
  -3%	14%	1.2	-3.8%	-2%	-130%	4%	-8%	-1.0%
CC1CC(=O)Nc2ccccc2N1C(=O)CN1CCN(C=O)CC1 (stereo not given)
  -9%	2%	1.1	-5.0%	12%	-16%	-24%	4%	-2.3%
CCOc1ccc(NC(=O)NC(C)c2ccc3c(c2)OCO3)cc1 (stereo not given)
  -12%	-21%	.	.	.	12%	-13%	.	2.9%
CCOc1ccc(NC(=S)NNC(=O)CC(C)O)cc1 (stereo not given)
  -10%	6%	2.4	-0.4%	-6%	-18%	-10%	4%	1.2%
O=C1c2oc3ccccc3c(=O)c2C(c2cccnc2)N1CCCN1CCOCC1 (stereo not given)
  -6%	22%	1.2	-1.9%	-1%	3%	6%	3%	-0.8%

From PubChem BioAssay

Some of the compounds tested. The share of hits here may be higher or lower than overall.
